SKN-1 block: suppressors of acrylamide-induced Pgst-4::GFP reporter in worms, primary screen, SKN-1 inhibitor project, whole organism, uHTS, GFP/RFP fluorescence ratio, strain VP596; inhibition, % at 21.8 µM; 360,000 compounds, 0.49% hits; C. elegans VP596 Pgst-4::GFP/RFP ratio, 24 h;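 active means interference check ratio from 0.5 to 1.5 plus GFP to RFP signal ratio inhibition reaching or exceeding a fixed threshold, cut at about 30% in these data, passing the limit was not always enough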; further: some compounds called inactive have numbers as strong as hits
bovine MsrA act: bovine MsrA enzyme activators, primary screen, biochemical, absorbance, HTS | purified bovine MsrA, absorbance read-out | AID 602163, 2012 | Methionine sulfoxide reductase A (Bos taurus) | activation, % at 10.6 µM | 360,000 compounds, 0.3% hits; in the data active means activation above about 7.5%;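 further: 0% = vehicle and 100% = reference activator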
FAS TE block: FAS thioesterase domain inhibitors, primary screen, biochemical, fluorescence intensity, uHTS. AID 602261, 2012. Fatty acid synthase (Homo sapiens), P49327. 360,000 compounds, 0.67% hits. recombinant FAS-TE, OMFH fluorogenic substrate, fluorescence endpoint. inhibition, % at 15 µM;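 active means compounds whose normalised, plate-corrected inhibition of enzyme fluorescence in the single-dose primary screen is 50% or more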;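 further: 0% = DMSO with enzyme and 100% = substrate without enzyme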
MsrA inhibitor: bovine MsrA enzyme inhibitors, primary screen, biochemical, absorbance, HTS; Methionine sulfoxide reductase A (Bos taurus); purified bovine MsrA, absorbance read-out; inhibition, % at 15.5 µM; 360,000 compounds, 0.75% hits; in the data active means inhibition above about 4.5%;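 further: 0% = vehicle wells with enzyme and 100% = reference inhibitor wells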
PABP1 MLLE inh: inhibitors of PABP1 MLLE–PAM2 peptide binding, primary screen, biochemical, fluorescence polarization, FITC-PAM2, GST-MLLE; 360,000 compounds, 0.36% hits; AID 588489, 2011; inhibition, % at 20 µM; Polyadenylate-binding protein 1 (Homo sapiens), P11940; in the data active means inhibition above about 35%, passing the limit was not always enough;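 further: plate controls were DMSO wells with GST-MLLE for no effect and wells lacking GST-MLLE protein for full effect; some results filed as inactive read as strong as hits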
eLon inh: inhibitors of E. coli Lon protease, primary screen, biochemical, fluorescence polarization; 360,000 compounds, 0.42% hits; purified E. coli Lon protease; inhibition, % at 7.94 µM; in the data active means inhibition above about 13%, passing the limit was not always enough;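 further: 0% = enzyme with probe and DMSO and 100% = no enzyme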
Target sequence (P0A9M0 whole entry, looked up): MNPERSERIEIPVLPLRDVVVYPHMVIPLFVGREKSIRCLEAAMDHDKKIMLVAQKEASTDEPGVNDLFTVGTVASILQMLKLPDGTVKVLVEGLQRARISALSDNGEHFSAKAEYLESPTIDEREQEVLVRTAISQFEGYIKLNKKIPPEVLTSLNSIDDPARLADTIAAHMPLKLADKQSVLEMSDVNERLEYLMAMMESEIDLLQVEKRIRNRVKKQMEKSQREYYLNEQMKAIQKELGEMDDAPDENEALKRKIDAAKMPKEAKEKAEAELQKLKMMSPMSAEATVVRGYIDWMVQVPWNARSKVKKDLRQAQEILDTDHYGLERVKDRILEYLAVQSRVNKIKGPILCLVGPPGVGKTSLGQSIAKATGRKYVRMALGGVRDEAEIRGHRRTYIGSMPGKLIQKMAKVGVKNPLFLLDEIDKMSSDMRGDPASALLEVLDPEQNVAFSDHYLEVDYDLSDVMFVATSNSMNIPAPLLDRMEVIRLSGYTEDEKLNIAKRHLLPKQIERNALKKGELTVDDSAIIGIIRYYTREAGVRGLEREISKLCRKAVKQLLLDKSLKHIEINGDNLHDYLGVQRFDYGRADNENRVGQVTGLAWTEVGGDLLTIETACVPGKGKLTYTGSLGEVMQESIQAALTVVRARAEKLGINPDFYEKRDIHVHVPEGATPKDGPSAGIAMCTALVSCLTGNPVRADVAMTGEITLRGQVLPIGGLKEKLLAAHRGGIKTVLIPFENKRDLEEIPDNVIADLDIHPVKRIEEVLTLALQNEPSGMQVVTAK
TbMetRS inhib: T. brucei MetRS inhibitors, primary screen, biochemical, luminescence. methionyl-tRNA synthetase (Trypanosoma brucei brucei). purified T. brucei MetRS, ATP depletion, Kinase-Glo luminescence. inhibition, % at 11.9 µM. 360,000 compounds, 0.4% hits. AID 624268, 2012;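 active means inhibition above a per-plate cutoff of the control wells' mean inhibition plus 3 SD, cut at about 5.5% in these data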;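 further: 0% = DMSO wells median and 100% = median of wells with control inhibitor compound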
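Test system: purified T. brucei MetRS enzyme. Also added: ATP, methionine and E. coli bulk tRNA substrates. Compound: 11.9 µM single point. Schedule: 15 min enzyme-compound preincubation, 2 h reaction, 10 min detection, 25 °C. Signal: luciferase luminescence of residual ATP, Kinase-Glo. Evaluation: percent inhibition versus plate control medians. Controls: DMSO wells, low control.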
MT1-MMP act inh: blockers of MT1-MMP proenzyme processing, primary screen, HT1080 RFP-PRO-GFP cells, GFP/RFP fluorescence | GFP/RFP ratio fluorescence, overnight; percent of plate control window, DMSO zero | 360,000 compounds, 0.061% hits | AID 651647, 2012 | GFP/RFP ratio change, % at 20 µM | Matrix metalloproteinase-14 (Homo sapiens), P50281;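 active means GFP/RFP ratio change of at least 30% with cell ATP level not reduced by more than half and red fluorescence within 50% of control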; further: strong numbers were not always called active
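Test system: HT1080 cells expressing an RFP-PRO-GFP fluorescent reporter construct / Compound dosing: single-point 20 µM compound, 1% DMSO / Schedule: cells overnight before dosing, compound overnight, 37 °C, 5% CO2 / Evaluation: GFP/RFP fluorescence ratio / Control set: DMSO and RFP-L50D-GFP cell wells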
CendR NRP1 mod: modulators of CendR peptide binding to NRP-1, primary screen, biochemical, fluorescence polarization, uHTS; Neuropilin-1 (Homo sapiens), O14786; FAM-RPARPAR peptide binding to NRP-1; inhibition, % at 25 µM; 360,000 compounds, 0.85% hits;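 active means inhibition or corrected inhibition above about 18%, plus a signal ratio from 0.5 to 1.5, limit read from the data, passing the limit was not always enough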; further: strong numbers were not always called active
An asterisk follows results filed as active.

Screening COc1ccc(NS(=O)(=O)c2cc(N=Nc3c(O)[nH]c(=O)[nH]c3=O)ccc2Cl)cc1 returned SKN-1 block -9, bovine MsrA act -12, FAS TE block -5, MsrA inhibitor 2.8, PABP1 MLLE inh -6, eLon inh -6, TbMetRS inhib -0.1, MT1-MMP act inh 0 and CendR NRP1 mod -8.
CC(CN1CCOCC1)OC(=O)c1ccc(Cl)cc1Cl (stereo unspecified) was read as SKN-1 block 6, bovine MsrA act 1, FAS TE block 0, MsrA inhibitor -1.1, PABP1 MLLE inh 9, eLon inh 0, TbMetRS inhib -0.7, MT1-MMP act inh 3 and CendR NRP1 mod 4.
Cn1ccc(=Nc2ccc(NC(=O)c3ccc(N=c4ccn(C)c5ccc([N+](=O)[O-])cc45)cc3)cc2)cc1 was read as SKN-1 block -18, bovine MsrA act 2, FAS TE block -2, MsrA inhibitor 2.2, PABP1 MLLE inh 10, eLon inh -2, TbMetRS inhib -0.1, MT1-MMP act inh 6 and CendR NRP1 mod 11.
CCC(COC(=O)c1ccccc1)Oc1cc(NCc2ccccc2)c2ncn(C(C)C)c2c1 (stereo unspecified) was read as SKN-1 block -9, bovine MsrA act -7, FAS TE block 8, MsrA inhibitor -0.9, PABP1 MLLE inh -5, eLon inh -23, TbMetRS inhib 0.2, MT1-MMP act inh 2 and CendR NRP1 mod 5.
C=CCn1c(SCC(=O)NCc2ccco2)nc2ccccc2c1=O was read as SKN-1 block -18, bovine MsrA act -9, FAS TE block -1, MsrA inhibitor 0.1, PABP1 MLLE inh 11, eLon inh -5, TbMetRS inhib -0.9, MT1-MMP act inh -2 and CendR NRP1 mod 13.
For CC1CC(C)CN(C(CCc2ccccc2)C(=O)NC2CCCCC2)C1 (stereo unspecified) the results were SKN-1 block 5, bovine MsrA act -1, FAS TE block -5, MsrA inhibitor -0.1, PABP1 MLLE inh 2, eLon inh -3, TbMetRS inhib -0.1, MT1-MMP act inh 7 and CendR NRP1 mod 2.
Screening COc1cccc(-c2cnc3c(NC(C)=O)cc(-c4cc(F)ccc4OC)cn23)c1 returned SKN-1 block -7, bovine MsrA act -4, FAS TE block 17, MsrA inhibitor 1.1, PABP1 MLLE inh -1, eLon inh 6, TbMetRS inhib -0.2, MT1-MMP act inh -1 and CendR NRP1 mod -7.
`CC(=O)Nc1nc(-c2ccc3c(c2)CCN3C(=O)C2CC2)c(C)s1` gave SKN-1 block -15, bovine MsrA act -14, FAS TE block -5, MsrA inhibitor -0.4, PABP1 MLLE inh 7, eLon inh 6, TbMetRS inhib -1.4 and CendR NRP1 mod -2.
Screening Fc1cccc(CN2CCSCC2)c1 returned SKN-1 block 3, bovine MsrA act -6, FAS TE block -1, MsrA inhibitor 0.1, PABP1 MLLE inh 6, eLon inh 0, TbMetRS inhib -1.9, MT1-MMP act inh -3 and CendR NRP1 mod -3.
`O=C(O)c1cccc(C(=O)Nc2cccc(NC(=O)C3CCCO3)c2)c1` (stereo unspecified) gave SKN-1 block -11, bovine MsrA act 0, FAS TE block -4, MsrA inhibitor 0.0, PABP1 MLLE inh 7, eLon inh 11, TbMetRS inhib -0.2, MT1-MMP act inh 3 and CendR NRP1 mod -22.
COc1ccccc1-c1cccc([C@@H]2C[C@H]3[C@H](CON3C)CN2C)c1 was read as SKN-1 block -18, bovine MsrA act -4, FAS TE block -8, MsrA inhibitor 1.0, PABP1 MLLE inh 5, eLon inh -12, TbMetRS inhib -0.4, MT1-MMP act inh 3 and CendR NRP1 mod -9.
Screening COC(=O)C1C(c2ccccc2)C(C(=O)N2CCN(C)CC2)C1c1ccccc1 (stereo unspecified) returned SKN-1 block -8, bovine MsrA act -7, FAS TE block -14, MsrA inhibitor 1.0, PABP1 MLLE inh 4, eLon inh -6, TbMetRS inhib -1.0, MT1-MMP act inh -1 and CendR NRP1 mod -5.
CCOC(=O)c1cccc(NC(=O)Cn2nc(C)n3cccc3c2=O)c1 was read as SKN-1 block -5, bovine MsrA act -3, FAS TE block -4, MsrA inhibitor 1.0, PABP1 MLLE inh 11, eLon inh -1, TbMetRS inhib 1.0, MT1-MMP act inh -4 and CendR NRP1 mod -9.
Screening CCCNC(=O)c1nc2ncc(Br)cn2n1 returned SKN-1 block 5, bovine MsrA act 0, FAS TE block -3, MsrA inhibitor -0.3, PABP1 MLLE inh -8, eLon inh 7, TbMetRS inhib 0.1, MT1-MMP act inh -3 and CendR NRP1 mod 6.
Screening C=CCNC(=S)NNC(=O)CC12CC3CC(CC(C3)C1)C2 returned SKN-1 block -6, bovine MsrA act -6, FAS TE block -5, MsrA inhibitor 1.1, PABP1 MLLE inh -38, eLon inh 1, TbMetRS inhib 1.7, MT1-MMP act inh 3 and CendR NRP1 mod 5.
Screening O=C1CNC(=O)/C(=C/c2ccco2)N1 returned SKN-1 block 14, bovine MsrA act -11, FAS TE block -7, MsrA inhibitor 3.7, PABP1 MLLE inh 7, eLon inh 6, TbMetRS inhib -1.0, MT1-MMP act inh 2 and CendR NRP1 mod 10.
For COc1ccc(F)cc1C(=O)C1CCCN(C(=O)c2ccc(C(C)=O)s2)C1 (stereo unspecified) the results were SKN-1 block -15, bovine MsrA act -5, FAS TE block 0, MsrA inhibitor -0.5, PABP1 MLLE inh 4, eLon inh -3, TbMetRS inhib -0.7, MT1-MMP act inh 1 and CendR NRP1 mod 7.
For O=C(C1CC2C=CC1C2)N1CCN(c2ccccc2)CC1 (stereo unspecified) the results were SKN-1 block 13, bovine MsrA act -3, FAS TE block -2, MsrA inhibitor -0.2, PABP1 MLLE inh 14, eLon inh -1, TbMetRS inhib 0.2, MT1-MMP act inh -1 and CendR NRP1 mod -16.
For COc1ccc(Nc2nc(N)nc(CSC(=S)N3CCN(c4ccccc4)CC3)n2)cc1 the results were SKN-1 block 1, bovine MsrA act -10, FAS TE block 37, MsrA inhibitor 0.7, PABP1 MLLE inh 6, eLon inh 8, TbMetRS inhib -0.2, MT1-MMP act inh 3 and CendR NRP1 mod 11.
CCCCC1S/C(=N/N=C/c2ccc(OC)cc2)N(Cc2ccc(OC)cc2)C1=O (stereo unspecified) was read as SKN-1 block -4, bovine MsrA act -6, FAS TE block 31, MsrA inhibitor -1.2, PABP1 MLLE inh -11, eLon inh -13, TbMetRS inhib -1.1, MT1-MMP act inh -5 and CendR NRP1 mod 6.
`N/C(=N\OC(=O)c1ccccc1Cl)c1cccnc1` gave SKN-1 block 17, bovine MsrA act 0, FAS TE block -6, MsrA inhibitor -0.8, PABP1 MLLE inh 6, eLon inh 5, TbMetRS inhib -0.9, MT1-MMP act inh -2 and CendR NRP1 mod -13.
Screening N#CCC(=O)Nc1ccc(C(=O)NNC(=S)NC2CCCCC2)cc1 returned SKN-1 block -9, bovine MsrA act -2, FAS TE block -6, MsrA inhibitor -0.7, PABP1 MLLE inh -28, eLon inh -7, TbMetRS inhib 0.0, MT1-MMP act inh -4 and CendR NRP1 mod -19.
Screening O=C1c2ccccc2C(=O)N1n1c(=O)[nH]c2ccccc2c1=O returned SKN-1 block -5, bovine MsrA act -2, FAS TE block -5, MsrA inhibitor 0.0, PABP1 MLLE inh -3, eLon inh -5, TbMetRS inhib 0.2, MT1-MMP act inh -6 and CendR NRP1 mod 11.
Screening Cc1c(NC(=O)C(C)OC(=O)COc2ccccc2)c(=O)n(-c2ccccc2)n1C (stereo unspecified) returned SKN-1 block 9, bovine MsrA act -3, FAS TE block -6, MsrA inhibitor 0.3, PABP1 MLLE inh -1, eLon inh -2, TbMetRS inhib -0.5, MT1-MMP act inh -1 and CendR NRP1 mod -1.
`Cc1ccc2c(Cl)cc(Cl)c(OCC(=O)N(C(C)C)C(C)C)c2n1` gave SKN-1 block 9, bovine MsrA act -2, FAS TE block 14, MsrA inhibitor -1.0, PABP1 MLLE inh -10, eLon inh 5, TbMetRS inhib -0.3, MT1-MMP act inh 4 and CendR NRP1 mod -1.
`Cc1cc(C)nc(NC(=O)c2ccc(Br)s2)n1` gave SKN-1 block -21, bovine MsrA act -7, FAS TE block -3, MsrA inhibitor 0.7, PABP1 MLLE inh 11, eLon inh 8, TbMetRS inhib -1.3, MT1-MMP act inh 0 and CendR NRP1 mod 9.
Screening CCOC(=O)c1ccc(NC(=S)NCCCN2CCN(C3CCCCC3)CC2)cc1 returned SKN-1 block 1, bovine MsrA act -2, FAS TE block -6, MsrA inhibitor 0.8, PABP1 MLLE inh 5, eLon inh -7, TbMetRS inhib -0.1, MT1-MMP act inh 2 and CendR NRP1 mod -3.
CCCC(=O)NC(Nc1ccc(S(=O)(=O)Nc2cc(C)on2)cc1)(C(=O)OCC)C(F)(F)F (stereo unspecified) was read as SKN-1 block -7, bovine MsrA act 1, FAS TE block -6, MsrA inhibitor 1.6, PABP1 MLLE inh -9, eLon inh -2, TbMetRS inhib -0.3, MT1-MMP act inh 4 and CendR NRP1 mod 7.
`Cc1ccc(CONC(=O)c2ccccc2)cc1` gave SKN-1 block -2, bovine MsrA act -3, FAS TE block -3, MsrA inhibitor -0.8, PABP1 MLLE inh -12, eLon inh -5, TbMetRS inhib 0.1, MT1-MMP act inh 5 and CendR NRP1 mod 17.
COC(=O)Cc1[nH]n(-c2nc3ccccc3s2)c(=O)c1C(C)=Nc1ccc(Cl)cc1 was read as SKN-1 block 7, bovine MsrA act 8.2*, FAS TE block 11, MsrA inhibitor 1.9, PABP1 MLLE inh -2, eLon inh -3, TbMetRS inhib -0.9, MT1-MMP act inh 0 and CendR NRP1 mod -24.
Screening COc1ccccc1NC(=S)NCC1CCCCC1 returned SKN-1 block 6, bovine MsrA act -2, FAS TE block 15, MsrA inhibitor -1.0, PABP1 MLLE inh -13, eLon inh -1, TbMetRS inhib 0.0, MT1-MMP act inh 2 and CendR NRP1 mod -2.
For O=C(Nc1ccc(S(=O)(=O)N2CCc3ccccc3C2)cc1)c1ccccc1 the results were SKN-1 block 5, bovine MsrA act -1, FAS TE block 29, MsrA inhibitor -0.5, PABP1 MLLE inh 3, eLon inh 1, TbMetRS inhib -1.1, MT1-MMP act inh 5 and CendR NRP1 mod 14.
COc1ccccc1Cc1c(-c2ccc(Cl)cc2)nc2ccc(Cl)cn12 was read as SKN-1 block 11, bovine MsrA act -7, FAS TE block 11, MsrA inhibitor 1.0, PABP1 MLLE inh -21, eLon inh -23, TbMetRS inhib -1.2, MT1-MMP act inh -6 and CendR NRP1 mod -30.

Screens: PubChem BioAssay, several laboratories
